Source: PubChem BioAssay (National Center for Advancing Translational Sciences (NCATS))
Mito fusion yeast: mitochondrial division inhibition or fusion activation; S. cerevisiae fusion-defective mutant growth rescue, CellTiterGlo 48 h; Potency, µM (highest dose often 46.1 µM), inactives show at the highest dose growth rescue (activation), actives largely listed as activators; 0.23% of 320,000 active;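 note: potency is the fitted concentration of half-maximal effect; % of control where 0% means no effect; nearly all actives have a fitted effect of over 45% in size; temperature-sensitive fusion mutants such as fzo1-1 at 37 °C on non-fermentable ethanol glycerol medium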
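S. cerevisiae fusion-defective temperature-sensitive mutants (e.g. fzo1-1, mgm1-5) grown 48 h at 37C in YPEG (ethanol/glycerol non-fermentable) medium with 23 nl compound per well; growth rescue read as CellTiterGlo luminescence.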
PKM2 activator: activators of human pyruvate kinase M2; Potency, µM (doses to about 57.5 µM), without a hit: at the top dose activation, hits mostly activators; AID 1631; P14618; purified PKM2, Kinase-Glo ATP luminescence, activation; response scale: 0% is enzyme alone, no compound; 0.34% of 260,000 active; note: potency is the fitted concentration of half-maximal effect; % is set by controls: 0 for no effect and ±100 for the full control effect; nearly all actives have a fitted effect of over 55% in size
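ATP formation by purified human PK-M2, quantified via coupled luciferase luminescence after 1 h at room temperature with 0.1 mM ADP and 0.5 mM PEP final.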
MBNL1 CUG block: inhibitors of human MBNL1 binding to CUG repeat RNA; Q9NR56; 0.036% of 280,000 active; Potency, µM (titrated, usually from 57.5 µM), inactives show top-dose activity change, negative = inhibition, usual class: inhibitors; TR-FRET MBNL1-His/biotin-(CUG)12 binding, 665/545 ratio; active = well fitted inhibition curve with a large enough effect in the signal ratio, with a control signal flat, not every such curve was filed as active; inconclusive = small, poorly fitted or top-dose-only effect, or effect the other way, or a change in a side signal; inactive = no such curve, though single readings can be large or run the other way; the % refers to the signal ratio; note: potency is the fitted concentration of half-maximal effect; % is set by controls: 0 for no effect and ±100 for the full control effect
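Inhibition of protein-RNA binding appears as loss of TR-FRET between terbium anti-His antibody on MBNL1-His and streptavidin-XL665 on biotin-(CUG)12. Activity is normalized to buffer-only and uninhibited-complex controls.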
Chronic BCR inh: chronic active BCR signaling inhibition | ABC-DLBCL IkBa-CBG/CBR reporter, luminescence ratio, 4 h | Potency, µM (top dose mostly 46.1 µM), inactives show top-dose ratio change, negative = lower green/red ratio, most hits filed as inhibitors | 0.05% of 340,000 active; active = well fitted inhibition curve with a large enough effect in the signal ratio, with a control signal flat, not every such curve was filed as active; inconclusive = small, poorly fitted or top-dose-only effect, or effect the other way, or a change in a side signal; the % refers to the signal ratio;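 note: potency is the fitted concentration of half-maximal effect; plate controls were basal doxycycline-induced cells for no effect and cells given 10 µM MG132 for full effect; MG132 reads +100%, hits lower the ratio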
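Compounds up to 46 uM were incubated four hours with TMD8 cells whose green CBG68 luciferase is fused to IkappaBalpha; red CBR luminescence normalised the signal, and concentration-effect curves were fitted to fusion, red and ratio data.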
S-ASM inh: inhibitors of human secretory acid sphingomyelinase; P17405; placental ASM, HMU-PC fluorogenic substrate, 60 min; Potency, µM (top dose mostly 57.5 µM), without a hit: at the top dose activity change, negative = inhibition, most hits filed as inhibitors; 0.006% of 340,000 active; note: potency is the fitted concentration of half-maximal effect
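qHTS format. ASM enzyme prepared from human placenta hydrolyses the fluorogenic substrate HMU-PC0 (9 uM final) over 60 min at 37 °C after a 10 min compound preincubation.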
hERG WT inh: KCNH2 (human, wildtype) channel inhibition; Q12809; U2OS, BacMam KCNH2, thallium flux FluxOr; stronger effect = lower value; activity change, % at 1.84 µM; 0.37% of 340,000 active; AID 720551;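 active = maximum activity change below -70%; inconclusive = maximum activity change between -70% and -50%; inactive = maximum activity change above -50%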; note: % is set by controls: 0 for no effect and ±100 for the full control effect
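U2OS cells were transduced with wild-type KCNH2 virus (2.03 x 10^8 / mL) for 4 h at room temperature, then cultured overnight at 37 C. Thallium flux was read with FluxOr dye. Rate constants were normalized to DMSO controls.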
Menin MLL FP TR: menin-MLL binding inhibition, Texas Red mutant peptide | Menin + Texas Red MLL mutant peptide, fluorescence polarization | O00255 | 0.23% of 270,000 active | Potency, µM (doses to about 61.6 µM), inactives show at the highest dose FP activity change, negative = inhibition, hits mostly inhibitors; active = well fitted inhibition curve with a large enough effect in the polarisation, with a control signal flat, not every such curve was filed as active; inconclusive = small, poorly fitted or top-dose-only effect, or effect the other way, or a change in a side signal; inactive = no such curve, though single readings can be large or run the other way; the % refers to the polarisation; note: potency is the fitted concentration of half-maximal effect; % of control where 0% means no effect; many of its hits are not listed in these tables
GALK inhibitor: galactokinase (human) inhibition. P51570. AID 1868. Purified GALK, Kinase-Glo residual ATP luminescence. Potency, µM (top dose mostly 57.5 µM), inactives show at the top dose activity change, negative = inhibition, most hits filed as inhibitors. 0.007% of 270,000 active; note: potency is the fitted concentration of half-maximal effect; % is set by controls: 0 for no effect and ±100 for the full control effect
Target sequence (P51570 whole entry, looked up): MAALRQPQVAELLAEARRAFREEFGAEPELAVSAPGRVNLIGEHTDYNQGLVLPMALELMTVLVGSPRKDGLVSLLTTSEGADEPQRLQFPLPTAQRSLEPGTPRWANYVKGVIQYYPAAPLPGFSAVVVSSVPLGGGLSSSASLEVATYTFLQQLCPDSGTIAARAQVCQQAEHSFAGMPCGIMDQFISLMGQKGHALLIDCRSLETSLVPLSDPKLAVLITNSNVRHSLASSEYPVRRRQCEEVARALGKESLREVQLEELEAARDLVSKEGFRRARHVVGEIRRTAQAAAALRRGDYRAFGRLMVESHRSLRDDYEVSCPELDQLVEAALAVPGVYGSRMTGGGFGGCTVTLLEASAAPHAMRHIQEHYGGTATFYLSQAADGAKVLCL
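The enzyme phosphorylates galactose (100 uM) using ATP (35 uM); inhibition is detected as higher residual ATP, quantified by bioluminescence after 1 h reaction at room temperature, pH 8.0.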
Eya2 phos inh: inhibitors of human Eya2 phosphatase activity | AID 488837 | recombinant Eya2, OMFP fluorescence dephosphorylation (OMFP is methylfluorescein phosphate) | 0.006% of 330,000 active | Potency, µM (top dose mostly 76.9 µM), for the others: at the highest dose activity, negative = inhibition, usual class: inhibitors | O00167; note: potency is the fitted concentration of half-maximal effect; % is set by controls: 0 for no effect and ±100 for the full control effect
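Eya2 protein (added as 0.2 uM solution) was preincubated with compound for 10 min at ambient temperature in 50 mM HEPES pH 7.5, 50 mM NaCl, 5 uM MgCl2, 0.05% BSA, 1 mM DTT. OMFP (added at 50 uM) then reacted 10 min; fluorescence read at 485/525 nm.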
TSHR antagonist: human thyrotropin receptor antagonism; P16473; TSHR-expressing cells, TSH-stimulated cAMP HTRF, 2 h; stronger effect = lower value; activity change, negative = inhibition, % at 11.5 µM; 0.2% of 330,000 active; AID 504810;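 active = activity change below a set negative limit, meaning inhibition stronger than a set level, cut at about -70% in these data; inconclusive = activity change between two set negative limits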; note: % is set by controls: 0 for no effect and ±100 for the full control effect
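TSHR-expressing cells were treated with compounds, then stimulated with TSH at EC80 (4nM final) for 2 hours at 37 deg C. Cellular cAMP was measured by HTRF competition between lysate cAMP and cAMP-d2 for a cryptate-labelled anti-cAMP antibody.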
USP2a inh: USP2a (human) protease inhibition. USP2 core, Ub-CHOP2 coupled fluorogenic reporter, 485/531. Potency, µM (titrated, usually from 38.3 µM), inactives show at the top dose activity change, negative = inhibition, hits mostly inhibitors. 0.01% of 330,000 active;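 note: potency is the fitted concentration of half-maximal effect; plate controls were DMSO wells for no effect and full inhibition by NEM control for full effect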
Target sequence (O75604 whole entry, looked up): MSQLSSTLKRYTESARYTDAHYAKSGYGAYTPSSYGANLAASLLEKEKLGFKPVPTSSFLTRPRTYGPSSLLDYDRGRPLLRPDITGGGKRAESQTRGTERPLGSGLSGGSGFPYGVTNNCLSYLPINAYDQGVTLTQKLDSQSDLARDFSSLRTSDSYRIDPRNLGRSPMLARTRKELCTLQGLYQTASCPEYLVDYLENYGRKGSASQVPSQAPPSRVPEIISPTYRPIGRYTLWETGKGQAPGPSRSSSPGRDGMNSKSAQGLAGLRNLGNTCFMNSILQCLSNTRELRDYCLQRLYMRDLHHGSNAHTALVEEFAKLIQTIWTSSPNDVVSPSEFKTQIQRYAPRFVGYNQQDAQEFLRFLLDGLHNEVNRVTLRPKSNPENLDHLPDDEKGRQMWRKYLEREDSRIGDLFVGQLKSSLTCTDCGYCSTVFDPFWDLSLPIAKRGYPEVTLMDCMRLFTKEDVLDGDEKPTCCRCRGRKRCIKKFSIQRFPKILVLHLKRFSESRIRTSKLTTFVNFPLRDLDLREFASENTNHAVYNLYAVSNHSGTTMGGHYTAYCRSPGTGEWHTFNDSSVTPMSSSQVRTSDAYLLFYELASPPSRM
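Cell-free coupled assay: 10nM USP2 core preincubated 30min RT with compound in Tris-HCl pH 8.0/CaCl2/CHAPS buffer, then 25nM Ub-CHOP2 and 25nM reporter substrate; fluorescence (Ex 485/Em 531) read after 60min RT, normalized to NEM inhibition, concentration-response curves fitted.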
Active calls of the source: *; ? = inconclusive; · = not tested or not shown; [ ] = dose if it differs, or a comment. Unless noted, calls come from the whole dose curve; as a rule, active = well fitted curve in the direction sought with a large enough effect; inconclusive = small, poorly fitted or top-dose-only effect, or another doubt; inactive = no such curve, though single readings can be large; an effect the other way counts as inactive or inconclusive.

SMILES	Mito fusion yeast	PKM2 activator	MBNL1 CUG block	Chronic BCR inh	S-ASM inh	hERG WT inh	Menin MLL FP TR	GALK inhibitor	Eya2 phos inh	TSHR antagonist	USP2a inh
CCN(CCS(=O)(=O)c1ccc(Cl)cc1)C(=O)Nc1ccc(Cl)cc1	-6%	-12%	-8%	21%	-2%	5	·	1%	-2%	-1	0%
C/C(=N\NC(=O)c1cccc([N+](=O)[O-])c1)c1ccco1	-2%	1%	?	-8%	1%	1	·	1%	-7%	-8	2%
CCOC(=O)c1c(NC(=O)c2cccs2)sc(C(=O)N(C)C)c1C	11%	0%	-3%	?	0%	6	-1%	-1%	-21%	-9	-1%
Cc1sc2ncnc(N3CCC(C(=O)Nc4ccc(Cl)cc4Cl)CC3)c2c1C	?	·	·	?	·	5	·	·	19%	-34	1%
CCOc1ccc(OCC)c(NC(=O)CCS(=O)(=O)c2ccc(C)cc2)c1	-4%	·	-2%	-1%	2%	1	4%	·	-1%	-2	-7%
COc1ccc(NC(=S)NC2CCCC2)c(OC)c1	-9%	2%	-7%	?	8%	-2	8%	·	8%	-8	4%
COc1ccc(NC(C)C(=O)Nc2cc(C(F)(F)F)ccc2N2CCOCC2)c(OC)c1 (stereo not drawn)	15%	3%	·	5%	0%	-1	-17%	-1%	-10%	-9	3%
C/C(=N\NC(=O)C(=O)Nc1ccc(C)c(Cl)c1)c1ccncc1	0%	?	?	-4%	-2%	8	13%	-2%	-7%	15	0%
COc1ccc([C@H]2CC(=O)C=C(c3ccc4c(c3)OCO4)C2)cc1	?	·	·	1%	47%[activator]	7	·	·	-1%	-12	0%
COc1cccc(N2CC34C=CC(O3)C(C(=O)O)C4C2=O)c1 (stereo not drawn)	-7%	5%	-3%	?	2%	2	9%	0%	12%	25	-1%
COc1ccc(N(CC(=O)NC2CCCC2)C(=O)Cn2nnc(-c3ccc(OC)c(OC)c3)n2)c(OC)c1	1%	·	-8%	?	2%	20	-15%	-1%	11%	-7	3%
Cc1cc2c(cc1S(=O)(=O)Nc1ccc(C(C)C)cc1)OCCN2C	9%	·	·	25%	·	·	·	·	-30%	25	-6%
COc1cccc(-c2nn(-c3ccc(C)cc3)cc2C(=O)NCC2CCCO2)c1 (stereo not drawn)	20%	·	·	3%	0%	7	·	·	?	-12	-1%
O=C(CSc1nc(=O)n(CCCN2CCOCC2)c2c1CCCC2)Nc1ccc(F)c(F)c1	-7%	·	·	-1%	0%	5	·	·	7%	28	-2%
Cc1ccc(C(=O)NC2CCCCCCC2)cc1S(=O)(=O)N1CCOCC1	11%	·	·	?	-3%	40	·	·	-21%	-14	-1%
CC(C)CCOCC1CC2(CC(C)(c3csc(N)n3)OC2=O)C(=O)O1 (stereo not drawn)	1%	-2%	-1%	-6%	1%	2	7%	-1%	16%	1	-2%
CCC(NC(=O)CCc1nnc(-c2cc(C)on2)o1)C12CC3CC(CC(C3)C1)C2 (stereo not drawn)	1%	1%	-7%	0%	0%	-2	-17%	-6%	6%	21	1%
Cc1ccc(NC(=O)c2cc(C(=O)c3cc(Cl)ccc3O)cn(-c3ccc(C)cc3)c2=O)cc1	2%	4%	7%	0%	-11%	5	-15%	0%	5%	6	3%
CC(=O)N(/N=C1\Sc2ccccc2C1=O)c1ccccc1	3%	0%	18%	-23%	0%	-4	-10%	-2%	-10%	-4	2%
Cc1c(-c2ccccc2)nc(N)c(C#N)c1-c1cccs1	3%	-1%	100%[activator]	13%	84%[activator]	-8	?	·	-7%	-22	3%
CC(C)c1nc(SCC(=O)c2ccc(F)cc2)c2ccccc2n1	28%	2%	4%	?	-1%	-5	-2%	10%	-8%	-23	-7%
COC(C#CCCN(C)C)(c1ccccc1)c1ccccc1	-3%	0%	-6%	-5%	-1%	13	-14%	0%	-10%	8	-1%
C=CCNc1nc2ccccc2nc1NS(=O)(=O)c1ccc(Cl)cc1	11%	5%	5%	4%	4%	-13	?	-4%	8%	-26	4%
CCOC(=O)CNC(=O)c1sc(NC(=O)c2ccccc2)nc1C	4%	-20%	?	?	2%	2	4%	-4%	5%	-4	-1%
CCCCCCCCC#Cc1nc(C)ccc1OC	·	·	·	?	-4%	-3	-9%[94.6 µM]	·	-5%	-22	-1%
CCn1c(=NC(=O)COc2ccccc2)sc2cccc(F)c21	11%	2%	2%	-1%	3%	-4	·	5%	-2%	-13	0%
COc1ccc(N2CC(C(=O)N/N=C/c3ccc(C)cc3)CC2=O)cc1 (stereo not drawn)	-4%	-25%	8%	?	0%	29	-19%	1%	2%	25	2%
CNC(=O)CN1C(=O)NC(Cc2c[nH]c3ccccc23)C1=O (stereo not drawn)	-3%	-42%	-6%	1%	9%	-12	·	·	-6%	21	2%
COc1ccc(OC)c(Nc2ncnc3ccc(Br)cc23)c1	1%	1%	?	-3%	16%	2	10%	3%	0%	-4	-7%
Cc1cccc(NC(=O)Cn2cnc3ccc(S(=O)(=O)N4CCC(C)CC4)cc3c2=O)n1	3%	-3%	-6%	-1%	-5%	-13	5%	-1%	-3%	-9	1%
Cc1cccc(-c2nnn(CC/C(N)=N/O)n2)c1	-5%	0%	?	10%	0%	2	0%	2%	-8%	12	1%
COc1ccc(C(C)=O)cc1COC(=O)CCNS(=O)(=O)c1ccc(C)cc1	-12%	·	·	-1%	-1%	4	·	·	7%	·	-1%
CCN1C(=O)c2ccc(C(=O)O)cc2C1=O	-2%	-5%	25%	6%	1%	11	10%	0%	4%	11	2%
c1ccc(Oc2cc(-n3cncn3)ncn2)cc1	-39%[inhibitor]	-2%	-5%[11.5 µM]	?	-4%	20	4%	·	-5%	4	0%
Cc1ccc(Nc2nc(-c3ccccc3)cs2)nc1	-7%	-10%	5%	?	-3%	-24	?	-7%	-2%	-44	-2%
CCc1nc2ccccc2nc1N1CCN(S(=O)(=O)c2ccc(Cl)cc2)CC1	13%	1%	-2%	0%	11%	-30	·	2%	7%	-13	5%
Cc1ncc([N+](=O)[O-])n1CCOC(=O)NC(Nc1ccc(F)cc1)C(Cl)(Cl)Cl (stereo not drawn)	9%	-2%	16%	0%	-3%	1	·	-2%	1%	4	5%
Clc1ccc(-n2nnnc2-c2cnc3ccccc3c2-c2ccccc2)cc1	-5%	2%	·	?	-8%	-19	·	5%	-2%	-17	2%
O=C(Nc1cc(S(=O)(=O)N2CCOCC2)ccc1N1CCCCC1)c1cc(-c2ccccn2)nc2ccccc12	0%	-1%	-6%	-3%	0%	1	13%	-1%	-12%	-3	0%
c1ccc(-c2cncnc2)cc1	-5%	·	·	2%	-4%	-8	·	·	-8%	-1	0%
Cn1c(SCC(=O)NCc2ccc3c(c2)OCO3)ncc(C(=O)Nc2ccc(F)cc2)c1=O	-1%	·	·	-3%	12%	14	·	·	27%	4	4%
O=C(N1CCOCC1)N(Cc1ccco1)CC1CCCO1 (stereo not drawn)	-1%	-2%	-2%	0%	3%	-17	4%	-2%	7%	3	2%
CC(=O)c1cc2c(cc1NC(=O)CN1Cc3ccccc3C1=O)OCO2	1%	·	9%	6%	40%[activator]	10	7%	-6%	11%	4	2%
COc1ccc(CN(C(=O)c2snc(C(N)=O)c2N)C(C)C(=O)NCc2ccc(F)cc2)cc1 (stereo not drawn)	2%	2%	10%	0%	313%[activator]	1	10%	0%	-3%	8	2%
O=C(COC(=O)c1ccccc1Cl)Nc1ccc2[nH]c(=O)[nH]c2c1	0%	·	·	-2%	-4%	7	·	·	-28%	0	0%
COc1ccc(NC(=O)Cc2nnc(SCC(=O)c3ccccc3)n2C)cc1	3%	·	4%	7%	-2%	9	·	3%	-10%	-2	0%
COC(=O)CCS(=O)(=O)c1ccc(Cl)c(Cl)c1	?	6%	-7%	-2%	-2%	-2	-2%	-3%	-1%	13	0%
NC(=O)C1=C[C@H](c2ccc(Br)cc2)C[C@H](OCc2ccc(CO)cc2)O1	8%	0%	4%	14%	-2%	-20	-6%	0%	5%	10	4%

The list is partial (hit frequency here may not be typical).
